# Myeloid diff MLP: myeloid differentiation induction. ER-HoxA9 myeloid progenitors, lysozyme-GFP differentiation, flow cytometry. actives 1% (n = 360,000). calls only at 10 µM;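 active = normalized GFP-positive differentiation at or above the plate's own cutoff, the solvent-only control mean plus 3 SD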;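 note: cells exposed to compound for four days before flow analysis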
# NTR1 agonist: agonists of NTR1, primary screen, imaging, U2OS cells, beta-arrestin-GFP, high content (AID 493036); P30989; NTR1-U2OS beta-arrestin-GFP spot imaging, agonist mode; activation, % at 20 µM; actives 0.17% (n = 330,000);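 active = activation at or above 40% of the spot to cytoplasm intensity ratio, with at least 20 cells analyzed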;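 note: 0% = DMSO without peptide and 100% = 100 nM NTR1 peptide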
# Target sequence (P30989 whole entry, looked up): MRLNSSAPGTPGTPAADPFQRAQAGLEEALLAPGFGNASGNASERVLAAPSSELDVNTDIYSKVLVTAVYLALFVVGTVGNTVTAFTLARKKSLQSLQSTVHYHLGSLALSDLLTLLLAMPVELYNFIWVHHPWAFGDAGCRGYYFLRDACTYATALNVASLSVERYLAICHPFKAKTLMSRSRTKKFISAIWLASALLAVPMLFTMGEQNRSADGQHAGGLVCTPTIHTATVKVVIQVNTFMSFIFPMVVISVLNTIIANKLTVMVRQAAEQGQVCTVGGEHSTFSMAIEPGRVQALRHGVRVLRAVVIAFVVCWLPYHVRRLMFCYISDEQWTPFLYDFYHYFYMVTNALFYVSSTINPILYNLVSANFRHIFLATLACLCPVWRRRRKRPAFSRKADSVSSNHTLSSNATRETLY
# KOR beta-arrestin-1: kappa opioid receptor activators – cell-based, luminescence, uHTS, primary screen (AID 1777). KOR beta-arrestin recruitment, luminescence; higher % means a stronger effect. activation, % at 10 µM, or EC50 in µM where a hit was titrated. actives 0.02% (n = 280,000); in the data active = activation above about 50%, passing the limit was not always enough; note: a part of the inactive calls stands beside numbers as strong as those of hits
# KOR beta-arrestin-2: KOR antagonists, beta-arrestin recruitment, cell-based, luminescence, uHTS (AID 1778); KOR beta-arrestin recruitment, luminescence, antagonist mode; higher % means a stronger effect; inhibition, % at 10 µM; hits with a dose series show IC50 in µM; actives 0.091% (n = 290,000); note: strong numbers were not always called active
# GPR55 LPI antagonism: inhibition of LPI-stimulated GPR55 beta-arrestin translocation – imaging, U2OS, beta-arrestin-GFP, LPI agonist, primary screen (AID 2013) | one-dose inhibition, % at 10 µM; IC50 in µM for titrated hits | actives 0.13% (n = 290,000) | U2OS GPR55 beta-arrestin-GFP translocation imaging, LPI antagonism; higher % means a stronger effect;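 active = spots per cell inhibited over 60%, with over 100 cells counted and total cytoplasm intensity under 500,000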;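 note: U2OS cells stably carrying GPR55 and arrestin-GFP stimulated by 5 µM LPI near EC80; imaged beta-arrestin-GFP aggregate spots per cell after agonist stimulation; plate controls were LPI-stimulated DMSO wells for no effect and DMSO wells without LPI for full effect; some results filed as inactive read as strong as hits; confirmed hits need IC50 under 10 µM and bright autofluorescent wells are also inconclusive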
# NOD1 inhibition: NOD1 signaling inhibitors, primary screen, cell-based, luminescence, uHTS (AID 1578). NOD1-driven NF-kB luciferase reporter cells, luminescence; higher % means a stronger effect. inhibition, % at 4 µM; hits with a dose series show EC50 in µM. actives 1% (n = 290,000); in the data active = inhibition mostly above about 36%, no sharp cut-off; inactive = mostly below about 34%;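 note: HEK-293T reporter cells stimulated with the NOD1 agonist gamma-tri-DAP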
# T cell modulator: T cell immune modulators affecting CD8 T cell-vesicle binding; actives 0.068% (n = 330,000); AID 2052; calls only at 7 µM; 2C CD8+ T cell-vesicle binding, flow cytometry; hits give low values;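 active = response, share of CD8 T cells binding vesicles, and their 90th percentile fluorescence all below set limits, cut at about 80% in these data, passing the limit was not always enough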
#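 incubation = binding step 1.5 h, 37 °C, antibody labelling 20 min, ice | test system = 2C mouse CD8+ T cells | read-out basis = percent CD8+ FL2 mean versus row control | controls = Peptide-free naked vesicles (low) and QL9 vesicles with 0.7% DMSO vehicle (high) | detection = flow cytometry of vesicle-bound cells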
# GPR55 beta-arrestin: GPR55 agonists via beta-arrestin recruitment, primary screen, imaging, U2OS cells, beta-arrestin-GFP redistribution (AID 1961). U2OS GPR55 beta-arrestin-GFP redistribution imaging; higher % means a stronger effect. one-dose activation, % at 10 µM; EC50 in µM for titrated hits. actives 0.048% (n = 290,000);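 active = activation above 40% with more than 50 cells counted in the well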;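 note: U2OS osteosarcoma cells stably expressing GPR55 and beta-arrestin-GFP; plate controls were DMSO negative control for no effect and LPI positive control for full effect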
# NOD2 inhibition: inhibition of NOD2-driven NF-kB reporter – cell-based, luminescence, uHTS, HEK293 (AID 1566); HEK293 NOD2/NF-kB luciferase reporter, luminescence; higher % means a stronger effect; inhibition, % at 4 µM; hits with a dose series show EC50 in µM; actives 0.63% (n = 290,000); note: many of its hits are not listed in these tables
# T cell modulator vesicle-bound %: second read-out of T cell modulator, no call of its own (marks repeat the call); double positive events, %; measured here: CD8+ vesicle-bound cell fraction;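 binding gate set so that unloaded-vesicle control wells show 10% double positive cells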
# NTR1 agonist cell count 20 µM: recorded beside NTR1 agonist, whose call it bears; cell count; measured here: cell count, cytotoxicity flag
# Myeloid diff MLP GFP+ MAC1+ %: recorded beside Myeloid diff MLP, whose call it bears; GFP+ MAC1+ double positive, %; measured here: differentiation confirmed by MAC1 staining
# The depositor's hits bear a star; i = inactive; . = not tested or not shown; + = active, no number; [ ] = another dose, or the depositor's remark. Cut-off read from the data, not from the text of the source, unless noted: active = inhibition above about 50%; inactive = the rest.
SMILES,Myeloid diff MLP,Myeloid diff MLP GFP+ MAC1+ %,NTR1 agonist,NTR1 agonist cell count 20 µM,KOR beta-arrestin-1,KOR beta-arrestin-2,GPR55 LPI antagonism,NOD1 inhibition,T cell modulator,T cell modulator vesicle-bound %,GPR55 beta-arrestin,NOD2 inhibition
COc1ccccc1CCN=C(N)NS(=O)(=O)c1ccccc1,i,0.1,-1.7,80,-4.8%,9%,5%,-3%,i,52,-0.3%,13%
CC(C)n1nnnc1SCC(=O)Nc1cccc(F)c1,i,1.7,0.3,43,-1.6%,-71%,3%,-10%,.,.,-0.1%,-11%
CCOC(=O)C1CCCN(c2c(Nc3cc(C)cc(C)c3)c(=O)c2=O)C1 (stereo unspecified),i,1.9,2.4,84,-8.4%,32%,-3%,5%,i,34,-0.2%,17%
CCOc1cccc(C(=O)NCc2ccccc2)c1,i,0.8,-0.9,88,-3.3%,-5%[20 µM],15%,-19%,i,58,0.8%,7%
CC(=O)Nc1ccc(/C=N/NC(=O)c2cc(-c3ccco3)nc3ccccc23)cc1,i,0.6,1.2,54,4.0%,0%,14%,-12%,i,38,0.0%,-4%
Cc1c(Cl)cccc1NC(=O)Nc1ccc(C(N)=O)cc1,i,0.6,-0.3,74,-3.0%,-20%,10%,-24%,i,60,-0.4%,-3%
Cc1cccc(NCc2ccc(O)c3ncccc23)c1,i,0.5,-0.8,56,.,7%[20 µM],2%,-29%,i,35,-0.1%,10%
COc1ccc(CNC(=O)CN2C(=O)COc3ccc(S(=O)(=O)N4CCC(C)CC4)cc32)cc1,i,3.5,0.3,57,-4.5%,-34%,19%,-3%,i,29,-0.1%,5%
Cc1cc(C)c(S(=O)(=O)NC(C)C)c(C)c1-n1cnnn1,i,0.2,1.0,32,.,0%[20 µM],9%,-11%,i,26,0.4%,19%
O=C(Nc1ccccc1O)c1ccc(NC(=O)C2CC2)cc1,i,0.8,-0.9,63,4.9%,-24%,-2%,-130%,i,70,-0.1%,-70%

# Looked up by structure from the list above:
SMILES,Myeloid diff MLP,Myeloid diff MLP GFP+ MAC1+ %,NTR1 agonist,NTR1 agonist cell count 20 µM,KOR beta-arrestin-1,KOR beta-arrestin-2,GPR55 LPI antagonism,NOD1 inhibition,T cell modulator,T cell modulator vesicle-bound %,GPR55 beta-arrestin,NOD2 inhibition
Cc1c(Cl)cccc1NC(=O)Nc1ccc(C(N)=O)cc1,i,0.6,-0.3,74,-3.0%,-20%,10%,-24%,i,60,-0.4%,-3%
O=C(Nc1ccccc1O)c1ccc(NC(=O)C2CC2)cc1,i,0.8,-0.9,63,4.9%,-24%,-2%,-130%,i,70,-0.1%,-70%
COc1ccc(CNC(=O)CN2C(=O)COc3ccc(S(=O)(=O)N4CCC(C)CC4)cc32)cc1,i,3.5,0.3,57,-4.5%,-34%,19%,-3%,i,29,-0.1%,5%

# The listing continues.
SMILES,Myeloid diff MLP,Myeloid diff MLP GFP+ MAC1+ %,NTR1 agonist,NTR1 agonist cell count 20 µM,KOR beta-arrestin-1,KOR beta-arrestin-2,GPR55 LPI antagonism,NOD1 inhibition,T cell modulator,T cell modulator vesicle-bound %,GPR55 beta-arrestin,NOD2 inhibition
Cc1cccc(NC(=O)CSc2nnc(CCNC(=O)OC(C)(C)C)o2)c1C,i,0.6,0.8,50,3.2%,0%,6%,-5%,i,34,-0.1%,13%
COc1ccc(/C=C/C2=CC(C)(C)NC(=S)N2)c(OC)c1,i,0.7,0.4,55,0.2%,-20%[20 µM],-9%,-12%,i,65,-0.1%,-1%
O=C(Nc1ccc(Cl)cn1)c1cccc(S(=O)(=O)N2CCCC2)c1,i,0.7,-0.9,55,-1.2%,-3%,3%,0%,i,20,-0.4%,18%
O=C(NNC(=O)C1CCCN(S(=O)(=O)c2ccc3ccccc3c2)C1)C1CC1 (stereo unspecified),i,0.4,0.3,91,.,-7%[20 µM],13%,-19%,.,.,0.2%,-5%
COc1ccc(OCC(=O)NC(=S)N2CCCc3ccccc32)cc1,.,.,1.4,43,6.8%,-27%,8%,-10%,i,38,0.2%,-2%
CCn1nc(C)c(/C=N/NC(=O)Cn2nccc2C)c1C,i,0.2,0.0,73,-5.3%,15%,8%,-4%,i,28,0.6%,-18%
CCCC(=O)c1c[nH]c(C(=O)NCCc2ccccn2)c1,i,0.1,3.0,53,-3.4%,-8%,6%,11%,i,34,-0.2%,-10%
Cc1ccc(N2CCN(C(=O)c3cn(CC4CCCCC4)nn3)C(C)C2)cc1 (stereo unspecified),i,2.5,1.0,58,11%,-30%,8%,-85%,i,60,-0.1%,-44%
O=C(c1cn(-c2ccccc2)nc1-c1ccccc1)n1nnc2ccccc21,i,0.6,2.5,57,2.0%,-6%,-3%,.,i,50,-0.1%,.
O=C1NC2(CCCCC2)C(=O)N1c1cccc(Cl)c1,i,0.2,-0.1,53,0.8%,11%,-7%,-8%,i,46,-0.1%,-13%
CCOc1cc(/C=C2\N=C(SCC)SC2=O)cc([N+](=O)[O-])c1OC(C)=O,i,0.8,8.4,86,1.4%,-86%,12%,-4%,i,36,-0.2%,3%
O=C(NC1CCCC1)c1ccc(CS(=O)Cc2ccccc2Cl)o1 (stereo unspecified),i,0.9,-0.3,66,-1.9%,7%,7%,-16%,i,12,-0.1%,7%
CCOCCCn1c(=S)[nH]c2cc(C(=O)N3CCC(C(N)=O)(N4CCCCC4)CC3)ccc2c1=O,i,0.6,1.6,57,-2.3%,-7%,4%,-17%,i,49,0.1%,8%
Cc1n[nH]c(C)c1CCCOc1ccccc1,i,2.0,-1.1,48,-2.3%,7%,6%,5%,i,32,-0.2%,-1%
Cc1ccc(SCCCn2cnc3ccccc3c2=O)cc1,i,0.5,-1.2,82,2.9%,-21%,22%,0%,i,21,-0.1%,26%
Cc1oc(-c2cc(F)ccc2F)nc1CN1CCN(c2cnccn2)CC1,i,0.1,0.6,37,4.6%,-19%[20 µM],5%,-26%,i,55,0.2%,0%
CCC(C(=O)NCc1ccco1)n1nc(-c2ccc(OC)cc2)ccc1=O (stereo unspecified),i,1.3,-0.4,30,-3.7%,-2%,5%,-35%,i,51,0.3%,-9%
O=C(c1cccs1)N(c1cccc(Cl)c1)C1C=CS(=O)(=O)C1 (stereo unspecified),i,0.0,1.3,78,-3.2%,-6%,18%,-10%,i,51,-0.2%,7%
CCOC(=O)c1ccc(NC(=S)N2CCCC2c2ccc(OC)c(OC)c2)cc1 (stereo unspecified),i,0.9,0.2,66,-2.0%,12%,4%,10%,i,27,-0.4%,15%
Cc1ccc(CNC(=O)CN(CCc2ccccc2)S(C)(=O)=O)cc1,i,0.0,1.6,94,-3.0%,8%,8%,-30%,i,54,-0.1%,17%
S=c1[nH]nc(-c2cccnc2)n1/N=C/c1cccs1,i,0.7,-1.8,69,-0.2%,30%,20%,-13%,i,31,0.3%,-2%
O=C(Nc1ccc(S(=O)(=O)NC2=NCCCCC2)cc1)c1ccc(C(F)(F)F)cc1,i,0.3,2.3,63,-1.4%,20%,8%,1%,i,19,-0.1%,13%
O=C(Nc1nc(=S)ss1)c1c(F)cccc1F,i,1.0,1.1,62,-2.8%,8%,-3%,7%,i,47,0.9%,12%
CCCNC(=O)C1CC(=O)N(c2ccc(OCc3ccc(F)cc3)cc2)C1 (stereo unspecified),i,0.7,2.0,47,5.3%,6%,5%,-3%,i,67,0.0%,-97%
Cc1c(CCOC(=O)c2ccccc2)sc[n+]1CC(=O)c1ccc(Br)cc1,i,0.4,-0.3,54,-0.6%,-17%,-14%,-28%,i,40,.,-10%
Cc1csc(NC(=O)CSc2nnc(Cc3cccn3C)n2CCc2ccccc2)n1,i,9.8,3.7,50,-0.4%,11%,8%,-12%,i,65,0.5%,9%
S=C(c1ccccc1)N1CCCc2ccccc21,i,3.5,0.2,38,0.2%,26%,22%,-5%,i,52,-0.3%,0%
O=C(CNC(=O)c1cccs1)OCc1c(F)cccc1Cl,i,0.4,1.0,59,1.9%,3%,-4%,-24%,i,20,0.3%,3%
O=C(c1ccccc1)c1ccccc1C(=O)N1CCOCC1,i,1.9,-0.7,70,-3.3%,-4%,16%,-17%,i,10,0.2%,3%
N=C1c2ccccc2CN1NC(=O)CC12CC3CC(CC(C3)C1)C2,+,0.3*,0.6,32,5.4%,-13%,7%,-28%,i,19,0.5%,1%
OCCCNc1ncnc2sc3c(c12)CCN(Cc1ccccc1)C3,i,1.5,-1.9,107,0.9%,-1%,13%,-2%,i,30,-0.3%,8%
CC1CCN(CCCNC(=O)CCc2nnc3n(CCc4ccccc4)c(=O)c4ccccc4n23)CC1,i,1.6,-0.4,54,-1.4%,-20%,16%,-4%,i,3,-0.2%,17%
CCOC(=O)C1=C(O)C(Nc2nc3ccccc3s2)(C(F)(F)F)N=C1C (stereo unspecified),i,1.1,-0.8,95,2.8%,-6%,12%,.,i,41,-0.3%,6%
O=C(NCN1CCOCC1)c1cnccn1,.,.,-0.2,59,-1.3%,-5%,22%,-32%,i,22,-0.1%,-2%
O=C(O)CCN1c2ccccc2Sc2ccccc21,i,0.6,.,.,-0.1%,22%,-4%,6%,i,22,0.6%,24%
CNC[C@@H](C)NC[C@@H](Cc1ccccc1)NCCc1ccccc1,i,2.7,-0.6,48,-2.0%,-25%[20 µM],-5%,-23%,i,6,0.2%,4%
COc1ccc(/C=C/C(=O)OCCNC(=O)c2ccncc2)cc1OC,i,0.4,-1.9,58,-2.9%,2%,3%,-30%,i,12,1.6%,8%
CCOc1ccccc1N(C(=O)CNC(=O)c1ccco1)C(C(=O)NC(C)(C)C)c1ccncc1 (stereo unspecified),i,0.4,-1.6,80,-10%,-51%,7%,6%,i,50,0.1%,13%
CC(C)NC(=O)Cn1c(=O)cnc2ccccc21,i,0.8,1.5,62,-3.8%,.,-6%,-5%,i,32,-0.4%,1%
CCOC(=O)C1CCN(CC(=O)N2C(C)CCCC2C)CC1 (stereo unspecified),i,3.9,0.4,81,-2.1%,-39%,6%,7%,i,42,-0.3%,2%
COc1ccccc1CNc1nc(S(=O)(=O)c2ccccc2)c(Cl)s1,i,1.2,7.8,57,3.8%,-30%,1%,12%,i,48,0.1%,2%
CCOC(=O)C1CCN(C(=O)C2CCN(c3nn4c(=O)cc(C)nc4s3)CC2)CC1,i,1.2,-1.4,53,0.2%,-24%,15%,-28%,i,12,-0.1%,-3%
COc1ccc(-n2nc(C(=O)NCC(=O)NCc3ccc(F)cc3)c3ccccc3c2=O)c(OC)c1,i,0.7,.,.,6.3%,-35%,8%,-1%,.,.,-0.1%,-6%

# High-throughput results from PubChem BioAssay.

# This is a subset; rates above refer to the full screens.
